Compound activity (PubChem BioAssay)
Scp1 inh – inhibitors of human Scp-1 phosphatase; inhibition, % at 20 µM; Recombinant Scp1, phosphopeptide, malachite green phosphate absorbance; 340,000 tested, 0.88% active; Q9GZU7;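 active = inhibition above about 50% at 20 µM, limit read from the data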;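 also: plate controls were DMSO wells with enzyme for no effect and wells lacking enzyme for full effect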
Target sequence (Q9GZU7 76-261 limits assumed): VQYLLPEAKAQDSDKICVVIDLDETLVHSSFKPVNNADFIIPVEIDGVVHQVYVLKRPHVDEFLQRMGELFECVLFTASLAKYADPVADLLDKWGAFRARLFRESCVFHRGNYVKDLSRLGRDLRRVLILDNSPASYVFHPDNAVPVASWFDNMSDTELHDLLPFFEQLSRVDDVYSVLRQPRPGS
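Material – SCP-1 phosphatase catalytic domain, residues 76-261 · Buffer or medium – Acidic Tris acetate buffer with magnesium and detergent · Also added – Phospho 17-mer peptide substrate · Compound – single 20 µM dose, 1% DMSO · Times – 45 min room-temperature reaction, 5 min colour, 30 min stabiliser · Technique – Phosphate-binding colour reagent, absorbance read at 630 nm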
MsrA inh – bovine MsrA inhibition. inhibition, % at 15.5 µM. 360,000 tested, 0.75% active. AID 651718. purified bovine MsrA, absorbance read-out; in the data active = inhibition above about 4.5%;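 also: 0% = vehicle wells with enzyme and 100% = reference inhibitor wells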
Rpn11 inh – Rpn11 (human) deubiquitinase inhibition; 360,000 tested, 0.59% active; O00487; calls only at 20 µM; human 26S proteasome, Ub4-pepOG fluorescence polarization; 20S core pre-blocked with epoxomicin;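 active = inhibition at 20 µM, scaled to each plate's controls, above about 33%, limit read from the data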
NadD block – NadD (S. aureus) enzyme inhibition. AID 602399. inhibition, % at 20 µM. purified NadD enzyme, colorimetric absorbance read-out. 360,000 tested, 0.78% active; in the data active = inhibition above about 26%; also: some compounds past the cut are filed as inactive
STEP block – inhibitors of human striatal-enriched phosphatase STEP. 360,000 tested, 0.25% active. inhibition, % at 20 µM. AID 588621. P54829. recombinant STEP, OMFP fluorogenic substrate, fluorescence;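 active = inhibition at 20 µM, scaled per plate between control wells, above about 37%, limit read from the data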;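 also: 0% = DMSO with enzyme and substrate and 100% = substrate only without enzyme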
Target sequence (P54829 whole entry, looked up): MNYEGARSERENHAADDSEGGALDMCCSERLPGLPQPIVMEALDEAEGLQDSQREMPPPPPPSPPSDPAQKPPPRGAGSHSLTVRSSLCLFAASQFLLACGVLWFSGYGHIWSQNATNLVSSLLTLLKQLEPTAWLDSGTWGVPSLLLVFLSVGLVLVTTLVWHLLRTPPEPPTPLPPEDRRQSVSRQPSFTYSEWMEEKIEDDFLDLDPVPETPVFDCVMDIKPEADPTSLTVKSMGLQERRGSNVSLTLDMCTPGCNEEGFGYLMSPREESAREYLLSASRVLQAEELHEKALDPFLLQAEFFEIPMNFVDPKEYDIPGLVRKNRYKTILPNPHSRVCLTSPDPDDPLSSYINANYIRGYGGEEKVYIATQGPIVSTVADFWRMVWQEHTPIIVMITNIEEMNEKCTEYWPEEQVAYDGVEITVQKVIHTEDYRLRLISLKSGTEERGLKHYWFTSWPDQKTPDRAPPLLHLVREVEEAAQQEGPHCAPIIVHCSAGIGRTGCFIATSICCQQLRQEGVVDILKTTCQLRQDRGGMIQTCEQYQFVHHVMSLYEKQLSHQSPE
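Measure: Control-normalized % inhibition with plate pattern correction | Test system: STEP phosphatase, cell-free reaction | Medium: pH 6.0 Bis-Tris with DTT and Tween 20 | Technique: Fluorescence, 480/540 nm | Times: Reaction 20 min, ambient temperature | Doses: Single compound dose of 20 µM, 1% DMSO final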
LMPTP inh – blocks human LMPTP phosphatase; P24666; recombinant LMPTP-A, OMFP fluorogenic substrate, fluorescence intensity; inhibition, % at 20 µM; 360,000 tested, 0.22% active; AID 651560;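 active = compounds that cut the enzyme signal by at least half of the control window in the single-dose screen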;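 also: plate controls were DMSO wells with enzyme plus substrate for no effect and substrate without enzyme for full effect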
Target sequence (P24666 whole entry, looked up): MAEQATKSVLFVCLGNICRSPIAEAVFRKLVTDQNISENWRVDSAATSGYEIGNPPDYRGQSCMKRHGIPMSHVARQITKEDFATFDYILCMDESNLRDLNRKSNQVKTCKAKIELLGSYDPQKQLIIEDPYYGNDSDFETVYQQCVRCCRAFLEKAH
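Test system: LMPTP-A phosphatase enzyme. Amount: LMPTP-A at 0.625 nM final in the reaction. Reagent: OMFP substrate, 400 µM final. Times: 50 min at room temperature. Signal: endpoint fluorescence intensity from OMFP dephosphorylation. Read-out basis: % inhibition. Benchmarks: no-enzyme and uninhibited controls.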
CSN inh – inhibitors of human CSN-mediated cullin deneddylation. Q92905. 360,000 tested, 0.38% active. Purified CSN, SCF-Nedd8-OG deneddylation, fluorescence polarization. AID 651999. inhibition, % at 12.5 µM;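 active = pattern-corrected inhibition above about 35%, with an unprinted fluorescence ratio check between 0.5 and 1.5, limit read from the data, passing the limit was not always enough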;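 also: 0% = enzyme with substrate and 100% = substrate without enzyme; some results filed as inactive read as strong as hits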
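Assay system: purified human Csn5 enzyme expressed in HEK293T cells; Input: 0.24 nM Csn5 enzyme, final concentration; Reagent: 10 nM SCFSkp2-Nedd8OG; Compound dosing: 12.5 µM single point; Times: reaction 90 min, room temperature; Technique: fluorescence polarization readout.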
SUMO1 PPI mod – SUMO1-SIM interaction modulation | SUMO1 binding to a labelled peptide, TR-FRET, 1 h | 360,000 tested, 0.33% active | inhibition, % at 20 µM; in the data active = inhibition above about 37%
Target sequence (P63165 whole entry, looked up): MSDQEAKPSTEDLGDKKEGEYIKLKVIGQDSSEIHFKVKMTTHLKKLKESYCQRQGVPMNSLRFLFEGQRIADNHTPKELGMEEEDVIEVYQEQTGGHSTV
DNMT1 inh – blocks human DNA methyltransferase DNMT1; DNMT1 molecular beacon, Hinp1I cleavage, fluorescence; inhibition (reported as % activation of signal), % at 10 µM; 360,000 tested, 0.83% active; in the data active = inhibition above about 50%
Tb MetRS inh – blocks T. brucei methionyl-tRNA synthetase activity; purified T. brucei MetRS, ATP depletion, Kinase-Glo luminescence; AID 624268; inhibition, % at 11.9 µM; 360,000 tested, 0.4% active;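 active = inhibition above a per-plate cutoff of the control wells' mean inhibition plus 3 SD, cut at about 5.5% in these data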;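 also: 0% = DMSO wells median and 100% = median of wells with control inhibitor compound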
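Measured by: Kinase-Glo luciferase luminescence reporting remaining unconsumed ATP. Material: purified T. brucei MetRS enzyme. Doses: 11.9 µM compound single dose, 0.9% DMSO. Medium: HEPES buffer containing pyrophosphatase, BSA, spermine, DTT. Times: 15 min preincubation, 2 h reaction, all 25 °C. Reagent: methionine, ATP and bulk E. coli tRNA.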
Numbers without * were called inactive; i = inactive; x = no result given.

smiles,Scp1 inh,MsrA inh,Rpn11 inh,NadD block,STEP block,LMPTP inh,CSN inh,SUMO1 PPI mod,DNMT1 inh,Tb MetRS inh
CN(C(=O)c1ccncc1)c1nnc(-c2ccccn2)s1,-2,-0.1,i,1,-6,-1.6,6,0,3,0.2
Nc1nc(NC(=O)CCC(=O)O)nn1-c1ccccc1,3,1.5,i,-3,-2,-0.5,6,-3,0,0.2
O=C(OCCc1ccccn1)c1cccc([N+](=O)[O-])c1,-2,0.2,i,0,1,0.6,-1,-31,4,0.3
CCc1ccccc1NC(=O)CSc1nnc(-c2ccco2)n1N,-8,0.0,i,-3,-2,-1.5,-1,-3,-2,-0.3
CCCCCC(=O)Nc1cccc(S(=O)(=O)NC2=NCCC2)c1,-6,1.6,i,-1,0,-0.8,0,2,1,0.8
Cc1ccc(-c2nn(C)c(=O)c3ccccc23)cc1S(=O)(=O)NCCN(C)C,4,1.6,i,-3,0,-1.4,-14,-1,1,-0.6
CCc1ccc(N2CCN(C(=O)c3ccc(OC)c(OC)c3)CC2)cc1,-4,-0.4,i,-1,1,0.9,-4,4,0,-0.1
Cc1ccc(S(C)(=O)=O)cc1S(=O)(=O)Nc1ccccc1,-7,-0.3,i,-5,-2,-0.7,-10,0,5,-0.2
CN1CCc2c(c3c(n2C)CCN(C)C3c2ccc(F)cc2)C1c1ccc(F)cc1 (configuration not stated),-4,-1.1,i,-5,0,1.3,0,-2,1,-1.2
Cc1ccc(C(=O)c2oc3ccccc3c2NC(=O)c2cc(-c3ccccc3O)n[nH]2)cc1,-12,0.9,i,34*,0,1.4,1,4,2,-0.1
O=C(NC(=S)Nc1ccccn1)c1cc(-c2ccccc2)nc2ccccc12,1,0.4,i,15,2,0.4,6,0,-7,-0.2
O=S(=O)(Nc1ncn[nH]1)c1ccc2ccccc2c1,0,-0.5,i,1,-1,-1.1,4,3,-2,-0.4
CCOC(=O)Cn1c(=NC(=O)CSC(C)=O)sc2cc(OC)ccc21,-2,1.6,i,-6,2,0.1,3,2,2,0.3
CCOC(=O)N1CCN(C(=O)c2ccc3c(=O)n(-c4ccccc4F)c(=S)[nH]c3c2)CC1,-2,1.1,i,1,7,0.1,3,-3,1,-0.6
CCOC(=O)c1c(NC(=O)CN2CCN(c3ccc(Cl)cc3)CC2)sc(C)c1C,7,-0.7,i,4,3,2.3,4,-2,0,-0.9
Cc1cc(C)c(NC2=NCC(=O)N2C2CCCCC2)c(C)c1,3,-0.5,i,2,3,-0.2,1,1,5,-0.1
O=C1NC(=O)C(Nc2cccc3ccccc23)S1 (configuration not stated),1,0.8,i,0,1,0.9,7,0,-5,-0.5
O=C(CSCc1ccccc1F)NCc1ccc(F)cc1,-12,-0.4,i,-4,-2,-1.1,-2,6,0,-0.9
COC(=O)/C=C1/S/C(=N/NC(=O)c2ccccc2OC)NC1=O,-1,2.7,i,-4,0,-0.5,-3,-10,3,-0.7
CCO[C@H]1OC(C(=O)N2CCN(Cc3ccccc3)CC2)=C[C@@H](c2cn(C(C)=O)c3ccccc23)[C@@H]1CCCO,-1,-0.3,i,-2,-1,-0.4,-3,1,-3,-0.2

Retrieved by structure from the entries so far, five records:
smiles,Scp1 inh,MsrA inh,Rpn11 inh,NadD block,STEP block,LMPTP inh,CSN inh,SUMO1 PPI mod,DNMT1 inh,Tb MetRS inh
CCOC(=O)c1c(NC(=O)CN2CCN(c3ccc(Cl)cc3)CC2)sc(C)c1C,7,-0.7,i,4,3,2.3,4,-2,0,-0.9
Nc1nc(NC(=O)CCC(=O)O)nn1-c1ccccc1,3,1.5,i,-3,-2,-0.5,6,-3,0,0.2
Cc1ccc(S(C)(=O)=O)cc1S(=O)(=O)Nc1ccccc1,-7,-0.3,i,-5,-2,-0.7,-10,0,5,-0.2
Cc1cc(C)c(NC2=NCC(=O)N2C2CCCCC2)c(C)c1,3,-0.5,i,2,3,-0.2,1,1,5,-0.1
Cc1ccc(C(=O)c2oc3ccccc3c2NC(=O)c2cc(-c3ccccc3O)n[nH]2)cc1,-12,0.9,i,34*,0,1.4,1,4,2,-0.1

Next section:
smiles,Scp1 inh,MsrA inh,Rpn11 inh,NadD block,STEP block,LMPTP inh,CSN inh,SUMO1 PPI mod,DNMT1 inh,Tb MetRS inh
Cn1c(=O)c2c(-c3ccccc3)n(-c3cc([N+](=O)[O-])ccc3N)cc2n(C)c1=O,x,1.9,i,2,-3,-1.0,3,-15,11,-0.5
COc1ccc(N=C(NN)c2ccc3ccccc3n2)cc1,-2,0.7,i,0,18,1.1,-8,-15,-8,-0.1
O=C1NC[C@@H](CCCCN2C[C@H](Cc3ccc(O)cc3)N(Cc3ccccc3)C(=O)C2=O)N(Cc2ccccc2)C1=O,x,-1.7,x,13,x,-0.2,-2,14,x,0.0
CC(C)C(=O)NC(c1ccco1)c1ccc2cccnc2c1O (configuration not stated),-15,0.5,i,-2,-3,1.0,-2,-7,2,-0.7
O=C(CN1C(=O)c2ccccc2S1(=O)=O)Nc1ccc(S(=O)(=O)N2CCCC2)cc1,-6,0.1,i,1,0,-0.5,-1,1,1,-1.0
CC(=O)Nc1ccc(S(=O)(=O)NCc2cc(=O)n(C)c(=O)n2C)cc1,-11,0.2,i,-5,-3,0.7,-3,0,3,-0.2
CCc1nc2ccccc2c(C(=O)Nc2cccc(C)c2)c1C,-4,-0.6,i,1,-2,-0.1,1,1,-4,1.7
CCOc1cc(CN2CCN(C(=O)c3cccc4ccccc34)CC2)ccc1OC,-9,-0.1,i,0,2,-2.7,1,2,2,0.1
NC(=O)COC(=O)Cc1coc2cc3c(cc12)CCC3,-1,0.6,i,0,2,1.7,-4,-1,1,-0.8
CS(=O)(=O)N1CCN(c2ccccc2NC(=O)c2cccc3ccccc23)CC1,-10,-0.6,i,-4,0,-0.2,6,-5,-1,0.1
CC1CCCCC1NC(=O)COn1nnc2ccc(Cl)cc21 (configuration not stated),-1,-1.5,i,-4,-2,0.2,-9,0,2,-0.1
Cc1cccc(C)c1OCC(=O)Nc1cccc(C(=O)O)c1,-4,0.6,i,-2,0,-1.8,3,-3,0,-0.2
Cc1nn(-c2ccccc2)c2c1c(C)c(CCC(=O)NCC1CCCO1)c(=O)n2C (configuration not stated),-2,1.0,i,0,1,1.8,-1,2,0,-0.2
Cc1ccccc1/C=N/NC(=O)c1sccc1C,-3,-0.5,i,3,-2,-1.6,3,-2,-3,-0.7
CCn1c(=O)c(C(=O)NCCc2ccc(OC)c(OC)c2)c(O)c2ccccc21,-16,0.1,i,-3,1,4.9,-1,-1,-6,-0.3
Cc1ccc(C(C(=O)NC2CCCCC2)N(CC2CCCO2)C(=O)CNC(=O)c2ccco2)cc1 (configuration not stated),-7,1.9,i,11,1,0.7,-2,-4,3,0.2
O=C(Nc1nnc(CC(=O)N2CCOCC2)s1)C1COc2ccccc2O1 (configuration not stated),3,-1.1,i,-3,-1,-1.3,0,1,7,-0.3
O=C(O)CNC(=O)C1COc2ccccc2O1 (configuration not stated),3,1.2,i,-5,-2,-1.6,-4,3,4,-1.0
CC(C)N1CCC2(CC1)Oc1ccc(Br)cc1C1CC(c3cccnc3)=NN12 (configuration not stated),-3,-0.1,i,-12,0,0.4,1,-10,2,-0.6
O=C(NCCc1ccccc1)[C@@H]1CC=C[C@@H]2CCN(C3CCCCC3)C(=O)[C@@H]21,3,1.2,i,7,-5,0.8,-3,3,4,0.1

Compounds shown so far with a thiophene ring, fused or not:
smiles,Scp1 inh,MsrA inh,Rpn11 inh,NadD block,STEP block,LMPTP inh,CSN inh,SUMO1 PPI mod,DNMT1 inh,Tb MetRS inh
CCOC(=O)c1c(NC(=O)CN2CCN(c3ccc(Cl)cc3)CC2)sc(C)c1C,7,-0.7,i,4,3,2.3,4,-2,0,-0.9
Cc1ccccc1/C=N/NC(=O)c1sccc1C,-3,-0.5,i,3,-2,-1.6,3,-2,-3,-0.7

Next compounds follow.
smiles,Scp1 inh,MsrA inh,Rpn11 inh,NadD block,STEP block,LMPTP inh,CSN inh,SUMO1 PPI mod,DNMT1 inh,Tb MetRS inh
O=C(Oc1ccccc1)c1cccc2cccnc12,-3,0.6,i,-4,2,0.4,-1,-3,14,0.1
CN(C(=O)CN1CCCCCC1)c1c(N)n(Cc2ccccc2)c(=O)[nH]c1=O,-3,0.3,i,9,-2,0.8,-1,-7,3,0.2
COc1ccc(Cl)cc1C(=O)Nc1ccc(Br)c(C)n1,-7,-0.3,i,-2,0,2.0,-1,-5,17,-0.4
Fc1ccccc1Cn1nnc(-c2ccc3c(c2)OCO3)n1,3,-1.1,i,-2,4,0.7,3,1,-6,-0.6
CCOc1ccc(S(=O)(=O)N2CCOCC2)cc1NC(=O)C1CSC2(C)CCC(=O)N12 (configuration not stated),-4,-1.8,i,5,2,0.1,1,8,-2,-0.3
CC(=O)C[C@@H]1SC[C@H](c2ccccc2)N1S(=O)(=O)c1ccc(C)cc1,x,0.0,x,x,x,-2.2,-7,-1,x,-1.1
O=C(CSc1nnc(CNC(=O)c2ccccc2F)o1)Nc1cccc(C(F)(F)F)c1,4,-0.6,i,-8,-2,0.7,1,0,-1,-0.9
Cc1c(C)c2ccc(OC(C)C(=O)N[C@@H](Cc3c[nH]c4ccccc34)C(=O)O)c(C)c2oc1=O (some centres not stated),4,1.1,i,2,2,1.1,-3,3,-1,-2.2
CCn1cc(/C=C(\NC(=O)c2ccccc2Cl)C(=O)N2CCOCC2)c2ccccc21,3,4.0,i,-1,1,-2.4,-5,1,5,0.6
CC(=O)N1CCc2cc(S(=O)(=O)NCCC(=O)Nc3ccc4c(c3)OCCO4)ccc21,3,x,i,-4,1,-0.2,2,-3,-3,-1.0
